Source: PubChem
Pyk2 oligo antag: antagonists of human Pyk2 oligomerization | Q14289 | z-score (the deposit names both 25 µM and 10 µM) | 99,000 compounds, 0.83% hits | Q293 cells, Pyk2 FERM NanoBiT luminescence; active compounds read low | AID 1347419;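 active means Z-score of -3 or lower, scaled per plate to the spread of control and sample wells; inactive means z-score above -3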;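 further: negative z-score means lost luminescence so less FERM oligomerization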
Target sequence (Q14289 whole entry, looked up): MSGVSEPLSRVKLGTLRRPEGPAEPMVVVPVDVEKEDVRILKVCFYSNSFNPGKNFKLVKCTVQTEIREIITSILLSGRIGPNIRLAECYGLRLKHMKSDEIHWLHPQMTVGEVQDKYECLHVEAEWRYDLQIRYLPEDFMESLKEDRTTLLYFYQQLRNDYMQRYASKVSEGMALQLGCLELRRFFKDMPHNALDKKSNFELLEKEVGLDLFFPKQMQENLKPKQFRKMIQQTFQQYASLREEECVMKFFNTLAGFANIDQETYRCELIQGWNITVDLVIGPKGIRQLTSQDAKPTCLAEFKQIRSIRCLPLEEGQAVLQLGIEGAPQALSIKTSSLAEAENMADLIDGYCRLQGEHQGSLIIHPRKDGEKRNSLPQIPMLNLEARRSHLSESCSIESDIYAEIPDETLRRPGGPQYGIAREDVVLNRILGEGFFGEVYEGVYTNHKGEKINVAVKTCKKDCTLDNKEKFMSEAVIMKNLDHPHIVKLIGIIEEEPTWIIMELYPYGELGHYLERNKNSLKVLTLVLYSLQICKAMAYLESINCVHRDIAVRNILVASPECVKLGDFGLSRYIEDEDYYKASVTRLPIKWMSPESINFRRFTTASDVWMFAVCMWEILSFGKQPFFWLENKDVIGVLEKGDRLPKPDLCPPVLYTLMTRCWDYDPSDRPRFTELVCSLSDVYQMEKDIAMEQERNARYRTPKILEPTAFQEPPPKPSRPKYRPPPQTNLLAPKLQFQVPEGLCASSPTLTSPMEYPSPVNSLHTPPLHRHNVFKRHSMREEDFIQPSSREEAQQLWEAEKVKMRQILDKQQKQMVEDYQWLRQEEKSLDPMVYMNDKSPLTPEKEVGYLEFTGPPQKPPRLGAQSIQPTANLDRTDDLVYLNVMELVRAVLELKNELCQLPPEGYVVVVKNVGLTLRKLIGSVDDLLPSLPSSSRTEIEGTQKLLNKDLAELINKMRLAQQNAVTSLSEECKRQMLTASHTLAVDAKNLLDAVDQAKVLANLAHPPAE
MT1-MMP txn act: MT1-MMP promoter transcription activation; HT1080 MT1-MMP promoter luciferase reporter, luminescence, overnight; active compounds read high; activation factor at 10 µM; 86,000 compounds, 0.16% hits;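 active means activation factor of at least 2 for MT1-MMP transcription at 10 µM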
Active calls of the source: *. The list is partial; the hit share may differ from the screen's.

Values run as follows: MT1-MMP txn act, Pyk2 oligo antag
> CC(C)OC(=O)CSc1nc(-c2ccc(F)cc2)cc(C(F)(F)F)n1
    1.1, -0.87
> COc1ccc(OC)c(S(=O)(=O)NCc2cn3cccc(C)c3n2)c1
    1.2, -0.19
> O=[N+]([O-])c1cnccc1Nc1cccc(F)c1
    1.2, -0.48
> COc1cc(C2Sc3ccccc3NC3=C2C(=O)OC3)cc(OC)c1OC (centres undefined)
    1.2, -1.16
> OCCN1CCN(c2nc(NCc3ccco3)c3ccccc3n2)CC1
    1.4, -0.22
> CCCCNC(=S)NNC(=O)c1nn(C)cc1Cl
    1.4, -0.72
> CS(=O)(=O)N(CC(=O)NCc1ccccc1)C1CCCCC1
    1.2, -0.91
> COc1cccc(NC(=O)c2ccc3snnc3c2)c1
    1.8, 0.09
> CCC(=O)N1CCN(c2nc(-c3ccc(Cl)cc3)cs2)CC1
    1.2, 4.27
> Cc1ccc(S(=O)(=O)Cn2nnnc2CN(Cc2ccco2)Cc2cccs2)cc1
    1, -0.67

Overlap with the part before: 6 entries; new compounds follow.
Values run as follows: MT1-MMP txn act, Pyk2 oligo antag
> OCCN1CCN(c2nc(NCc3ccco3)c3ccccc3n2)CC1
    1.4, -0.22
> CCCCNC(=S)NNC(=O)c1nn(C)cc1Cl
    1.4, -0.72
> CS(=O)(=O)N(CC(=O)NCc1ccccc1)C1CCCCC1
    1.2, -0.91
> COc1cccc(NC(=O)c2ccc3snnc3c2)c1
    1.8, 0.09
> CCC(=O)N1CCN(c2nc(-c3ccc(Cl)cc3)cs2)CC1
    1.2, 4.27
> Cc1ccc(S(=O)(=O)Cn2nnnc2CN(Cc2ccco2)Cc2cccs2)cc1
    1, -0.67
> CCCCCn1nc(C)c(/C=N/NC(=O)c2ccoc2C)c1C
    1.6, -0.01
> CCOC(=O)c1c(N)nn(C(=O)CC)c1-c1ccccc1
    1, 0.41
> CCOC(=O)c1ccccc1NC(=O)CSc1nccn1C
    1.2, -0.02
> O=C1/C(=C\c2ccc(-c3ccccc3[N+](=O)[O-])o2)C(c2ccccc2)=NN1c1ccccc1
    1.1, -0.36
> CCn1c(C)nc2cc(S(=O)(=O)C(F)(F)F)ccc21
    1.2, 0.01
> CCN(CC)C(=O)CSc1nc(-c2ccco2)cc(C(F)(F)F)c1C#N
    1, 0.06
> C=CCn1c(COc2ccccc2C)nnc1SCC(=O)O
    1.4, -0.12
> COc1ccccc1CN(CC(=O)NCc1ccc2c(c1)OCO2)C(=O)c1ccc2c(c1)OCCO2
    1.1, -1.06
> CC1Cc2ccccc2N1c1nc(C2CC2)nc2c1nnn2Cc1ccccc1 (centres undefined)
    1, -1.22
> CCOC(=O)c1nn(-c2ccc(C)cc2)c(=O)c2c(N)scc12
    0.9, 0.24
> Cc1cccc(C)c1OCC(=O)Nc1cccc(NC(=O)c2ccco2)c1
    1.1, -0.26
> Cc1cccc(NC(=O)Cn2cnc3sc(C)c(S(=O)(=O)N4CCC(C)CC4)c3c2=O)n1
    1, -1.84
> O=C(CN(C1CCCCC1)S(=O)(=O)c1ccccc1)NCc1cccnc1
    1.1, -0.36
> Cc1ccc(S(=O)(=O)Nc2ccc(C(=O)Nc3cc(C)on3)cc2)cc1
    1.2, -0.2
> CCOC(=O)C1=NN(c2ccccc2C)C2=NC(C)=C(C(=O)OC)C(c3cccs3)N12 (centres undefined)
    1, 0.01
> COc1ccc(NC(=O)N2CCCC2C(=O)NCc2ccc(F)cc2)cc1 (centres undefined)
    1.2, 0.36
> CCCN(CCC)C(=O)c1c(NC(=O)CC)sc2c1CCCCC2
    1.2, 1.71
> CN(C)CCCOc1nc2c(c(=O)n(C)c(=O)n2C)n1C
    1.2, 1.85
> CCCNS(=O)(=O)c1ccc(CCC(=O)NCC2CCCO2)cc1 (centres undefined)
    0.9, 0.59
> COC(=O)c1ccccc1COn1c(=O)c[n+]([O-])c2ccccc21
    1.2, -0.56
> CC(C)CC(NC(=O)C(NC(=O)OC(C)(C)C)C(C)C)C(=O)NC(CCC(=O)OCc1ccccc1)C(N)=O (centres undefined)
    1.3, 0.15
> N#Cc1c(/N=C/c2ccccc2)oc(-c2ccccc2)c1-c1ccccc1
    1.2, -0.22
> Cc1c(C(=O)N2CCN(c3ccccn3)CC2)sc2ncnc(N3CCN(c4ccccc4)CC3)c12
    1.1, 0.45
> COc1ccc(N(CC(=O)NCC2CCCO2)C(=O)CCC(=O)Nc2nccs2)cc1 (centres undefined)
    1.2, 0.38
> CC(=O)Nc1ccc(Oc2cc(C#N)c(C#N)cc2N2CCCCCC2)cc1
    1.5, -1.91
> Clc1ccc(Cn2nnc(-c3ccccc3)n2)cc1
    1.1, -0.67
> CC1(C)CC(=O)C(C=Nc2ccc(Cl)cn2)=C(O)C1
    1.2, 1.67
> COCCn1c(SCc2csc(-c3ccccc3)n2)nc2ccccc21
    1.1, -0.7
> CC(C)(C)NC(=O)Cn1c(SCC(=O)Nc2nccs2)nc2ccccc21
    1.2, -0.4
> C=CCN(CC=C)C(=O)CN1C(=O)c2ccccc2C1=O
    1, 2.33
> Cc1ccc(N(CC(=O)Nc2ccccc2C(=O)N2CCOCC2)S(C)(=O)=O)cc1
    1.1, 0.55
> COc1ccc(C2=[N+]([O-])C(C)(C)N(O)C2C)cc1 (centres undefined)
    1, -0.32
> CCn1c(SCC(=O)Nc2ccccc2F)nc2c(c1=O)SC(C)C2 (centres undefined)
    0.9, -0.74
> CC1=CC(C)C(/C=N/n2cnnc2)C(C)C1 (centres undefined)
    1.1, 0.35
> CCn1nnnc1SCC(=O)N1CCCc2ccccc21
    1.3, 0.32
> O=C(CN1C(=O)C2C3C=CC(C3)C2C1=O)NCc1ccco1 (centres undefined)
    1.2, -0.99
> COc1ccc2c(c1OC)C(=O)N(c1ccc3c(c1)CCC3)C2=O
    0.9, -0.36
> CCc1ccc2nc(SCC(=O)N3CCCCC3)c(C#N)cc2c1
    1.2, -1.63
> COc1ccc(S(=O)(=O)Nc2nncs2)cc1
    1, -0.64
> CCS(=O)(=O)N1CCN(C(=O)CC(C)C)CC1
    1.1, -0.75

As entered above.
For Pyk2 oligo antag, CC1=CC(C)C(/C=N/n2cnnc2)C(C)C1 (centres undefined) has the entry 0.35
For Pyk2 oligo antag, CCn1nnnc1SCC(=O)N1CCCc2ccccc21 has the entry 0.32

More entries:
Values run as follows: MT1-MMP txn act, Pyk2 oligo antag
> Cc1ccc(C(=O)c2c[nH]cc2-c2ccccc2)cc1
    1.1, -2.16
> Cc1ccnc(SCC(=O)N2CCN(c3ccccc3)CC2)n1
    1.2, 0.29
> O=C(OC(C(=O)NCc1cccs1)c1ccccc1F)c1ccco1 (centres undefined)
    1.2, 0.31
> COc1ccc(C(=O)NC(C)c2nc3ccccc3[nH]2)cc1OC (centres undefined)
    1, 0.18
> O=C(CSC1=NCCS1)Nc1nc2ccccc2s1
    1.6, 3.45
> Cc1ccc(/C(O)=C/C(=O)C(=O)NNC(=O)C(O)(c2ccccc2)c2ccccc2)cc1
    1.2, 1
> CCOc1ccc(-n2nnnc2SCC(=O)N2CCOCC2)cc1
    1.3, 0.67
> COc1cccc(NC(=O)C(=O)N2CCOCC2)c1
    1.7, -0.03
> C=CCn1c(SCC(=O)Nc2sccc2C(N)=O)nc2sc(C)c(C)c2c1=O
    1.1, -2.27
> CCOC(=O)Cc1csc(NC(=O)c2ccc(NC(C)=O)cc2)n1
    1.3, 1.43
> O=C(NCC(=O)N(Cc1cccs1)C(C(=O)NC1CCCCC1)c1ccco1)c1cccs1 (centres undefined)
    1.1, -1.49
> Cc1ccccc1N(CC(=O)NC1CCCC1)C(=O)C1(C)CC(=O)N=C2C=CC=CN21 (centres undefined)
    1.2, 0.09
> CCCCn1c(SCC(=O)N2CCC(C(=O)OCC)CC2)nc2cc(S(N)(=O)=O)ccc21
    1, 0.13
> CC(=O)CCc1ccc(OC(=O)c2cccnc2)cc1
    1, 0.36
> c1ccc2cc(OCc3nc4ccccc4[nH]3)ccc2c1
    1.9, 0.72
> CCSc1nc2c(c(=O)n(C)c(=O)n2C)n1Cc1ccc(Cl)cc1
    1.2, -0.29
> CCC1CCCCN1S(=O)(=O)c1ccc(C(=O)Nc2nnc(-c3ccccc3Cl)o2)cc1 (centres undefined)
    0.8, -0.96
> CCC(=O)N/C(=N/c1nc(C)cc(C)n1)Nc1ccc(OC)cc1
    1, 0.72
> CC(C)c1nc2ccc(NC(=O)C3CCCCC3)cc2[nH]1
    1.2, -0.25
> Cn1c(N2CCOCC2)nc2c1c(=O)n(Cc1ccc(Cl)cc1)c(=O)n2C
    1, 0.21
> CCN1CCn2c3c(c4cc(Br)ccc42)CCCC31 (centres undefined)
    1.3, -1.16
> CCCc1nnc(NC(=O)C(C)N2C(=O)C3C4C=CC(C4)C3C2=O)s1 (centres undefined)
    1.2, 0.41
> CCOC(=O)N1CCC(Nc2ncnc3c2cnn3-c2ccccc2)CC1
    1, -0.47
> Cc1ccc(C2CC2C(=O)NNC(=S)Nc2ccc(Cl)cc2)cc1 (centres undefined)
    1, 0.12
> COc1ccc(NC(=O)CSc2nnc(Cn3cnc4ccccc43)n2C)cc1
    1.2, 1.19
> CCOC(=O)C1(CC)NC(c2ccco2)C2C(=O)N(C)C(=O)C21 (centres undefined)
    1.1, -0.24
> Oc1ccc(N=Cc2ccc(O)c(O)c2)cc1
    1.4, 0.78
> O=C(CSc1nnc(-c2cccnc2)n1-c1ccc(F)cc1)NCc1ccc2c(c1)OCO2
    1.2, 1.57
> N#Cc1c(-c2ccccc2)nc(N2CCOCC2)[nH]c1=O
    1.1, 0.12
> Cn1c(=O)c(=O)n(C)c2cc(S(=O)(=O)N3CCC(N4CCCCC4)CC3)ccc21
    1, 1.74
> CS(=O)(=O)N1CCc2ccccc2C1
    1.2, 0.41
> COCCCN1CC23C=CC(O2)C(C(=O)OC)C3C1=O (centres undefined)
    1.3, 1.21
> COc1cc(S(=O)(=O)N(Cc2ccccn2)Cc2ccccc2Cl)ccc1-n1cnnn1
    1.2, -0.86
> CCOc1ccc(NC(=NCc2ccc3c(c2)OCO3)SC2CC(=O)N(c3ccc(OCC)cc3)C2=O)cc1 (centres undefined)
    1.3, -0.7
> O=C(CCCN1C(=O)c2ccccc2C1=O)Nc1cccnc1
    1.2, 1.62
> CCCN1C(=O)SC(CC(=O)Nc2cccc3ccccc23)C1=O (centres undefined)
    1.1, 0.15
> Cn1c(C(=O)N2CCc3ccccc3C2)cc2oc3ccccc3c21
    1.3, -0.36
> COc1ccc(CCNC(=O)C(=O)N2CCCCC2)cc1OC
    1.1, -0.26
> O=C(NNC(=O)c1cnccn1)c1cccc([N+](=O)[O-])c1
    1.2, 0.58
> O=C(NC1CCCC1)C(c1cccs1)N(C(=O)c1ccco1)c1ccc2c(c1)OCO2 (centres undefined)
    1, -1.71
> Cc1nn(Cc2ccccc2)c2c1C(c1ccc(Cl)cc1)C(C#N)=C(N)O2 (centres undefined)
    1.2, -0.45
> c1ccc2c(c1)[nH]c1c(N3CCSCC3)ncnc12
    1.3, 0.15
> COc1cc(NC(=O)C2CCCN(c3ncccn3)C2)cc(OC)c1 (centres undefined)
    1.2, 0.17
> CCOc1ccc(C(=O)Nc2c(C(N)=O)oc3ccccc23)cc1
    1.3, -2.17
> Cc1nn(C)cc1C1Nc2ccccc2C(=O)N1O (centres undefined)
    1.3, 0.24
> CN1CCN(CC#CCC(O)(c2ccccc2)C2CCCC2)CC1 (centres undefined)
    1.1, 0.7
> CN(C)c1ccc(-c2noc(C3CCN(S(=O)(=O)c4ccc(C(=O)O)cc4)CC3)n2)cc1
    0.8, 0.42
> Cc1ccc(-c2nnn(CC(=O)NCCC3=CCCCC3)n2)cc1
    1.2, 1.98
> Cc1cccc2c(=O)c(C(=O)NCc3cccs3)c[nH]c12
    1.7, -0.02
> O=C(c1ccco1)N1CCN(c2nc(C(F)(F)F)nc3c2nnn3Cc2ccccc2)CC1
    1, -1.15

The results go on.
Values run as follows: MT1-MMP txn act, Pyk2 oligo antag
> CCCn1c(SCC(=O)Nc2ccccc2N2CCOCC2)nc2c1c(=O)n(C)c(=O)n2C
    1.2, -0.49
> CC1CCc2c(sc3nc(C4CC4)nc(N4CCN(C(=O)c5ccco5)CC4)c23)C1 (centres undefined)
    1.7, -2.38
> O=C(Cn1c(=O)n(Cc2ccc3c(c2)OCO3)c(=O)c2ccccc21)N1CCCc2ccccc21
    1.2, -0.83
> CCOC(=O)CNC(=O)CSc1ncnc2c1nnn2-c1ccc(F)cc1
    1.1, -0.3
> Cc1ccc(-c2nn(CC(=O)O)c(=O)c3ccccc23)cc1
    1.1, 0.43
> N#C/C(=C/c1ccc(Br)o1)C(N)=O
    1.1, -1.1
> O=C(NCC(=O)N(Cc1ccccc1)C(C(=O)NC1CCCC1)c1ccncc1)c1ccco1 (centres undefined)
    1.2, 1.42
> O=S(=O)(NCC(c1cccnc1)N1CCN(c2ccc(F)cc2)CC1)c1cc(F)ccc1F (centres undefined)
    1.2, -0.26
> COc1ccc(C(C(=O)NC2CCCC2)N(C(=O)c2ccco2)c2ccc(OC)c(OC)c2)cc1 (centres undefined)
    1, -0.02
> COc1ccc(C(=O)NC2CCSC2=O)cc1 (centres undefined)
    1.1, -0.46
> CSC1=NC2(CC(c3ccccc3)Oc3cc(O)ccc32)CC(C)(C)N1 (centres undefined)
    1.1, -0.5
> Cc1ccc(OCC(=O)Nn2cnnc2)c(Br)c1
    1.1, 0.23
> COc1ccc(CNS(=O)(=O)c2ccc3oc(C(=O)O)c(C)c3c2)cc1
    1.1, -0.61
> Cc1cc(C(=O)Nc2sc3c(c2C#N)CCCC3)no1
    1.2, 0.24
> CC(=O)Nc1nc2ccc(C(=O)NC3CCCCC3)cc2s1
    1.2, 0.65
> CCN(CC)CCCN1C(=O)C(O)=C(C(=O)c2ccco2)C1c1ccc(C)o1 (centres undefined)
    1.2, -0.02
